# Polio RdRp inh: inhibitors of poliovirus RNA polymerase binding and polymerization. P03300. poliovirus polymerase elongation, fluorescence polarization; stronger effect = lower value. % elongation, % (compound at 16.7 µg/mL). 150,000 compounds, 0.66% hits; in the data active means % elongation below about 90%; further: some results filed as inactive read as strong as hits
# Target sequence (P03300 1749-2209 limits assumed): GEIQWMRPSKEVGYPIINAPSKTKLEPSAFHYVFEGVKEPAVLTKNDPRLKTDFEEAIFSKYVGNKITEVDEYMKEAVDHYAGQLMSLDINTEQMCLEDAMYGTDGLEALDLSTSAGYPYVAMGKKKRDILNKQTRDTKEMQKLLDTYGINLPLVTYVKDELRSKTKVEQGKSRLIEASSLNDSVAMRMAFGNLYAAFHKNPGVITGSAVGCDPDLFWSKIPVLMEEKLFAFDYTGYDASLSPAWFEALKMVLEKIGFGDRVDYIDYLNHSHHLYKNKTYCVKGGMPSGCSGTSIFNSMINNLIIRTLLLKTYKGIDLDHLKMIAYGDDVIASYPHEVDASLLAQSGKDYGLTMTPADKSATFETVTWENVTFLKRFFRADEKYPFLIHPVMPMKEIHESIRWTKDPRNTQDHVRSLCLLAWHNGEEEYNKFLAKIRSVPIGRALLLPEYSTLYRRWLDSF
# Polio RdRp inh FP z-score: second read-out of Polio RdRp inh, no call of its own (marks repeat the call); z-score; measured here: FP z-score; hits read low
# Numbers without * were called inactive. Not all compounds are listed, so the mix of outcomes need not match the whole.
smiles	Polio RdRp inh FP z-score	Polio RdRp inh
Cc1cccc(C(=O)Nc2ccc(N3CC=C(c4ccccc4C)CC3)c(C(=O)O)c2)c1	-1.2	102
COc1ccc(C2C(C(=O)N(C)c3ccc(C(C)C)cc3)c3ccccc3C(=O)N2C)cc1 (stereo not given)	0.4	104
Cc1ccc(-c2nn(-c3ccccc3)cc2/C=C/C(=O)OCC(=O)Nc2ccc3[nH]c(=O)[nH]c3c2)o1	-0.5	100
O=C(NCCc1ccccc1)c1cc(-c2ccc(Cl)cc2)on1	0.4	106
C/C(=N\NC(=O)C1CC1)c1ccc(OC(F)F)cc1OC(F)F	0.3	103
COC(=O)NCc1c(C)nn(-c2ccccc2)c1-n1cccc1	-0.3	106
O=C(NCCC1=CCCCC1)c1ccc2c(c1)N(Cc1ccccc1)C(=O)c1ccccc1S2=O (stereo not given)	-0.6	101
COC(=O)c1cc(S(=O)(=O)NC2CCN(Cc3ccccc3)CC2)c[nH]1	0.8	103
Cc1c(C(=O)NCCCN2CCOCC2)oc2ccc3c(c12)C(=O)CC1(CCCCC1)O3	1.1	103
CC(=Nc1cccc(N2CCCC2=O)c1)C1=C(O)CC2(CCCCC2)CC1=O	0	102
COc1ccc(NC(=O)CN2CCN(S(=O)(=O)c3ccc(Br)cc3)CC2)cc1	-0.4	100
Cc1oc2c(c1C(=O)NCc1ccccc1F)C1=NCCN1C=N2	1.3	112
CC1=C(C(=O)NCc2ccc(Cl)cc2)C2(CCCCCC2)OC1=O	-0.5	104
C=CCNC(=O)C1CC1(c1ccccc1)c1ccccc1 (stereo not given)	-0.2	99
Cc1ccc(CCNC(=O)C2CCCN(S(=O)(=O)c3cccs3)C2)cc1 (stereo not given)	1.4	104
COc1ccc(C2OC(=O)C(C)=C(O)C2(C)C)cc1OC (stereo not given)	-0.3	100
CCSc1nnc(NC(=O)c2ccc(=O)n(C)n2)s1	0.1	104
NNC(=O)CSc1ccccc1F	-0.1	102
CCCNC(=O)C1CCCN(S(=O)(=O)N2CCC3(CC2)OCCO3)C1 (stereo not given)	-0.3	101
COc1ccc(/C=N/N=C2\NC(=O)C(CC(=O)Nc3ccccc3)S2)cc1 (stereo not given)	0.3	103
COC(=O)/C(=C(/O)CSc1nnnn1C)c1nc2ccccc2[nH]1	-0.1	102
S=C(NCc1ccccc1)N1CCN(Cc2ccc3c(c2)OCO3)CC1	-0.6	100
COc1ccc(C2CC(=O)c3cnc(NC(C)=O)nc3C2)cc1OC (stereo not given)	0.6	105
Cc1ccc(N2C(=N)S/C(=C\c3ccc(-c4ccc(F)cc4)o3)C2=O)cc1C	0.3	101
O=C(SCc1nc2ccccc2[nH]1)c1ccc(-c2ccccc2)cc1	0.1	102
Cc1ccc(SCCNC(=O)C(C)C)cc1	-0.5	99
CCC(CC)C(=O)Nc1ccc2nc(SCC(=O)N3c4ccccc4CC3C)sc2c1 (stereo not given)	0.1	107
CN1C(=O)/C(=C\N2CCCCC2)C(=O)NC1=S	-0.5	99
Fc1cccc(-n2ncc3c2ncn2nc(COc4ccc(Cl)cc4)nc32)c1	0.6	123
CCOc1cc(C(=O)NCCc2csc3nc(-c4ccccc4F)nn23)cc(OCC)c1OCC	-0.2	106
Cc1ccc2nc(-c3ccco3)c(Nc3ccc4c(c3)OCCO4)n2c1	0.5	108
O=C(CN1CCOCC1)NC12CC3CC(CC(C3)C1)C2	0.1	102
CC(C)(C)c1csc(-c2sccc2CS(=O)(=O)c2ccc(Cl)cc2)n1	0.5	106
COc1ccc(Nc2cc(C(=O)NCCCN(C)Cc3ccccc3)c3ccccc3n2)cc1OC	-0.7	102
NC(=O)C1CCN(C(=O)Cc2ccc(Cl)cc2)CC1	1.2	105
O=C(CSc1ccccc1C(=O)O)Nc1ccccc1OC(F)F	0	98

# A different layout for some results above.
SMILES: Cc1ccc(SCCNC(=O)C(C)C)cc1
  Polio RdRp inh FP z-score: -0.5 | Polio RdRp inh: 99

SMILES: CCC(CC)C(=O)Nc1ccc2nc(SCC(=O)N3c4ccccc4CC3C)sc2c1 (stereo not given)
  Polio RdRp inh FP z-score: 0.1 | Polio RdRp inh: 107

SMILES: CN1C(=O)/C(=C\N2CCCCC2)C(=O)NC1=S
  Polio RdRp inh FP z-score: -0.5 | Polio RdRp inh: 99

SMILES: Fc1cccc(-n2ncc3c2ncn2nc(COc4ccc(Cl)cc4)nc32)c1
  Polio RdRp inh FP z-score: 0.6 | Polio RdRp inh: 123

# Later entries
smiles	Polio RdRp inh FP z-score	Polio RdRp inh
O=C1N(Cc2ccccc2)C(c2ccccc2)C1(F)F (stereo not given)	0.1	101
CC[N+](C)(C)Cc1ccco1	0.6	103
COc1ccccc1NC(=O)CCc1c(C)nc2nc(CNC(=O)OC(C)(C)C)nn2c1C	0.8	104
COc1ccc2c(c1)CCC(=O)C2	-0.1	103
Cc1ccc(C)n1-c1cc(S(=O)(=O)N2CCOCC2)ccc1N1CCCC1	0.3	104
CCOc1cc(CN2CCN(C)CC2)ccc1OCC(=O)Nc1cccc(C(F)(F)F)c1	-1.8	91
CC1CCN(C(=O)c2nn(C)c3c2CCc2sccc2-3)CC1	-0.7	100
CC1CCN(C(=O)CN(c2ccccc2)S(C)(=O)=O)CC1	-0.2	101
CC(=O)N/N=C(\C)c1ccc2c(c1)OCCO2	0.1	101
Cc1ccc(C)c(N2CCN(C(=O)c3cccn4c(=O)c5ccccc5nc34)CC2)c1	-1.3	100
Cc1noc(C)c1CN1c2cccc3cccc(c23)S1(=O)=O	0.2	104
O=C(NC1CCCc2ccccc21)C1CCN(S(=O)(=O)c2cccs2)CC1 (stereo not given)	-0.7	100
O=C(NCCCN1CCC(Cc2ccccc2)CC1)c1noc2ncnc(N3CCCC3)c12	1	103
O=C(NCCC1=CCCCC1)Nc1c[nH]c2ccccc12	0	100
COc1ccccc1CNC(=O)CCn1c(=O)c2cccn2c2cccnc21	-0.8	103
COC(=O)Cc1c(C)c2ccc(OCC(=O)c3ccc(N4CCCC4)cc3)cc2oc1=O	0.1	101
Cc1cc(-c2ccc(C)c(S(=O)(=O)NCc3cccnc3)c2)on1	-0.6	100
Cc1cc(C)c(NC(=O)C(C)OC(=O)c2ccccc2O)c(C)c1 (stereo not given)	0.1	102
N#CCC12CC3CC(CC(C3)C1)C2	0.1	105
Fc1ccc(-c2cnc(CN3CCCCC3c3nc4ccccc4s3)o2)cc1 (stereo not given)	1	110
Nc1c(C(=O)c2cccs2)sc2nc3c(cc12)CCCC3	-1.4	95
CCc1ccc(C2c3c(oc4cc(C)c(C)cc4c3=O)C(=O)N2c2nc(C)c(C(=O)OC)s2)cc1 (stereo not given)	-0.4	102
Cc1ccc2c(c1)sc1nc(=O)n(-c3cccc(Cl)c3)c(=O)n12	0.6	107
CC1(C)C2CC=C(COCC(O)CNCC3COc4ccccc4O3)C1C2 (stereo not given)	-0.2	100
CSc1nc(-c2ccccc2)nc2c1CCCC2	0	103
Cc1ccc(NC2=CC(c3ccccc3F)N(c3ccc(C)cc3)C2=O)cc1 (stereo not given)	0.7	108
CSc1nn(-c2ccccc2)cc1C(=O)Nc1ccc(Cl)cc1	0.6	107
CCC1CCCCN1C(=O)c1cc(C)no1 (stereo not given)	0.1	100
O=C(NN1CC(=O)N(Cc2ccco2)C1=O)C(c1ccccc1)c1ccccc1	0	102
CCCC1=C(C(=O)OC)C(c2ccc(C(=O)OC)cc2)NC(=O)N1C (stereo not given)	0.4	106
CC(C)(C)c1ccc(S(=O)(=O)N2CCC(O)(c3ccc(Cl)cc3)CC2)cc1	0.4	105
CC(C)(C)NC(=S)N/N=C1/CCCc2occc21	-0.3	100
COc1ccc(S(=O)(=O)NCC(c2ccco2)N2CCN(c3ccc(F)cc3)CC2)cc1 (stereo not given)	-0.4	105
COc1ccc(CCNC(=O)c2cc(-c3ccc(C)cc3)nc3n[nH]c(-c4ccccc4)c23)cc1OC	0.6	109
Cc1ccc(-c2cc(C(=O)O)n(Cc3ccccc3)n2)cc1	0.3	109
Cc1[nH][nH]c(=O)c1C=Nc1ccc(O)c(C(=O)O)c1	0.1	102

# Complete entries, quoted from the list:
# Shown for CSc1nn(-c2ccccc2)cc1C(=O)Nc1ccc(Cl)cc1 : Polio RdRp inh FP z-score: 0.6; Polio RdRp inh: 107
# Shown for CCSc1nnc(NC(=O)c2ccc(=O)n(C)n2)s1 : Polio RdRp inh FP z-score: 0.1; Polio RdRp inh: 104
# Shown for COc1ccc(C2C(C(=O)N(C)c3ccc(C(C)C)cc3)c3ccccc3C(=O)N2C)cc1 (stereo not given) : Polio RdRp inh FP z-score: 0.4; Polio RdRp inh: 104

# (listing goes on)
smiles	Polio RdRp inh FP z-score	Polio RdRp inh
CCCSc1nnc(-c2cccc(S(=O)(=O)N(C)C)c2)n1-c1cccc(OC)c1	-0.1	104
CCOCCn1ccc2c(OCC(N)=O)cccc2c1=O	-0.2	102
O=C(O)c1ccc2ncsc2c1	-3.4*	88*
N#Cc1c(NC(=O)c2ccc3ncsc3c2)sc2c1CCC2	-0.5	99
CCc1ccc(NC(=O)CN2C(=O)C3(SCC(=O)N3c3ccccc3)c3ccccc32)cc1 (stereo not given)	0.2	107
COc1cc2c(cc1OC)C(COc1ccc3c(C)cc(=O)oc3c1)N(C(=O)c1ccc(C)c(C)c1)CC2 (stereo not given)	0.4	107
COc1ccc(NC(=O)c2cc(NC(=O)C3CCCCC3C(=O)O)ccc2N2CCOCC2)cc1 (stereo not given)	0.1	102
COc1ccc(N2CCN(C(=O)Nc3ccccc3Cl)CC2)cc1	-0.4	103
CC(C)(C)c1ccc(C(=O)N/C(=C/c2cccs2)C(=O)N2CCOCC2)cc1	0.2	103
On1ccc2c(Br)cncc21	-2.2	95
O=C(NCC12CC3CC(CC(C3)C1)C2)c1cc(-c2ccccc2F)no1	1.4	104
Cc1ccc(C)c(-n2c(SCc3cn4ccccc4n3)nnc2-c2cc3sccc3n2C)c1	0	101
CCCNC(=O)CSc1nnc2n(-c3ccccc3)c(=O)c3ccccc3n12	-0.1	102
COc1ccc2c(C)c(CCC(=O)NCCc3ccccc3)c(=O)oc2c1	-1.6	99
Cc1ccc2c(CN3C(=O)c4ccccc4C3=O)cc(=O)oc2c1	0.1	103
O[C@@H]1C2C3CC4C5C3C1C(c1ccccc1)(C42)[C@H]5O (stereo not given in full)	0.3	103
C=CCN=C1SCC(=O)N1S(=O)(=O)c1ccc(C)cc1	-0.1	100
N#CC(C(=O)COc1ccccc1)c1nc2ccccc2[nH]1 (stereo not given)	0.1	101
CC1(C)N=C2C(=[N+]1[O-])CCC/C2=N/O	-1.1	98
CCCSc1ncc(Cl)c(C(=O)Nc2c(C(=O)c3ccc(C)cc3)oc3ccccc23)n1	0.8	109
COCC(C)NCc1cccc(Br)c1 (stereo not given)	0.3	106
O=C(Nc1ccccn1)c1cc2ccccc2o1	-0.3	102
Cc1nc2c(C)cccn2c1/C(O)=C1\C(=O)C(=O)N(CCN(C)C)C1c1cccnc1 (stereo not given)	-0.5	101
COc1ccc(-c2[nH]nc3oc(=O)cc(C)c23)cc1	-0.2	100
CCOC(=O)NCc1ccc2c(c1)OCO2	-0.1	106
CCN(CC)c1ccc(NC(=O)CCS(=O)(=O)c2cc3c(cc2Cl)NC(=O)CO3)c(C)c1	0.1	106
COc1ccc(C2=C(C)C(N3CCC(C(=O)Nc4ccccc4F)CC3)=NS2(=O)=O)cc1	0.1	106
Nc1cc(N)nc(SCC(=O)N2c3ccccc3Sc3ccccc32)n1	0.6	104
O=C(COC(=O)c1ccccc1)NCc1ccc2c(c1)OCO2	-0.1	103
O=C(O)C1CCCN1C(=O)Nc1ccccc1 (stereo not given)	-0.5	98
CC(=O)Nc1ccc(C2=N/C(=C/c3cn(C(C)=O)c4ccccc34)C(=O)O2)cc1	7.4	167
Cc1ccc(C)c(Cn2c(C(C)NC(=O)c3ccccc3)nc3ccccc32)c1 (stereo not given)	-0.1	106
N#CC(C#N)=C/C=C(\Sc1nnnn1-c1ccccc1)c1ccccc1	-0.5	98
Cc1cc(C)n(C(=O)c2ccc(-c3ccccc3)cc2)n1	0	104
CCN1CCN(Cc2cc(Br)c(O)c(OC)c2)CC1	0.2	100
Cc1ccc2nc(N(Cc3cccnc3)C(=O)Cc3ccccc3)sc2c1	1.8	115
Cc1cccn2c(=O)c3cc(C(=O)NCCc4ccc(S(N)(=O)=O)cc4)n(C)c3nc12	-0.8	102
CC(=O)N1CC(C)Sc2cc(S(=O)(=O)Nc3cccc(Cl)c3)ccc21 (stereo not given)	0.4	102
Cc1cccc(N2CCN(C(=O)C3CCN(S(=O)(=O)Cc4ccccc4)CC3)CC2)c1C	0	107
Cc1noc(C)c1C(=O)OC(C)C(=O)Nc1ccc(S(=O)(=O)NC(C)C)cc1 (stereo not given)	-0.3	101
COc1ccc(Cn2c(=O)[nH]c3cc(C(=O)N4CCN(c5cccc(OC)c5)CC4)ccc3c2=O)cc1	-9.1*	73*
CCOC(=O)c1cccc(NC(=O)C2Cc3ccccc3N2C(=O)c2ccccc2)c1 (stereo not given)	-0.2	105
COc1ccc(OC(C)C(=O)Nc2cccc(C)n2)cc1 (stereo not given)	0.2	101
OC(C#CCN1CCOCC1)c1cccs1 (stereo not given)	0.2	102
Cn1nnc2c([nH]c3ccccc32)c1=O	-0.3	99
COc1ccc(-c2cc(C(F)(F)F)n3nc(-c4ccc(Cl)cc4)cc3n2)cc1OC	-0.1	103
Cc1ccc(C)c(S(=O)(=O)c2nnn3c2nc(N2CCCCC2)c2sccc23)c1	-0.5	102
Cc1noc(C)c1Cc1c(C(=O)O)noc1C	0.9	105
